bCat nuc transl – modulators of beta-catenin nuclear translocation, primary screen, imaging, HeLa cells, immunofluorescence, high-content; AID 1665, 2009; nuclear translocation activity, % at 5 µM; 0.3% of 190,000 active;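 active = nuclear translocation activity above 50% at 5 µM, with a well cell count of 50 or more; inconclusive = wells under 50 cells across six images, flagged as toxic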;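 also: per-cell ratio of nuclear to cytoplasmic median beta-catenin stain intensity; plate controls were DMSO negative control for no effect and GSK-3 inhibitor IX positive control for full effect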
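Test system: human HeLa cell line; Doses: 5 µM primary, 0.02–20 µM confirmation; Incubation: 24 h compound exposure, 37°C; Detection: beta-catenin immunofluorescence imaging with DAPI; Read-out: beta-catenin nuclear/cytoplasmic ratio, % activation.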
Yfh1-depleted yeast – enhancers of respiration in Yfh1-depleted yeast, dose response, Friedreich's ataxia, plus single-dose screen (AID 1465) | S. cerevisiae Yfh1-off respiration, WST-1 reduction, 72 h; higher fold induction means a stronger effect | one-dose fold induction at 50 µM; EC50 in µM for titrated hits | 0.074% of 220,000 active;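 active = fold induction of absorbance versus untreated yeast above a set limit, then at least 30% activation at any dose in follow-up; inconclusive = repeats straddling the limit, or above it without dose testing; inactive = fold induction below the set limit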;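 also: activators that raise dye reduction in frataxin-depleted yeast; strong numbers were not always called active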
Insulin prom up – insulin promoter activators in MIN6 cells, imaging, high-content screening, mouse beta cells. MIN6 insulin promoter-GFP reporter; active compounds read high. z-score at 5 µM. 0.3% of 190,000 active. AID 1625, 2009;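 active = z-score above 3 at 5 µM with at least 500 cells counted in the well; inconclusive = wells under 500 cells, flagged as cytotoxic or low count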
Dynein transport – inhibitors of GR-EGFP nuclear translocation, primary screen, dynein cargo transport inhibitor project, imaging, high-content, 3617.4 mouse cells. z-score, hits read low. test concentration mostly 20 µM; stimulated with dexamethasone, 1 µM; active compounds read low. 0.47% of 220,000 active;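 active = plate z-score of nuclear minus cytoplasmic receptor signal below a set negative limit, without overly bright fluorescence or cell loss, cut at about -3.5 in these data, passing the limit was not always enough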;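 also: z-score of nuclear minus cytoplasmic ring GR-EGFP intensity difference per well; some compounds called inactive have numbers as strong as hits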
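medium = tetracycline-free induction medium containing charcoal-stripped FBS | also added = 1.0 µM final dexamethasone stimulus | schedule = 48 h induction, 1 h compound, 30 min dex at 37 °C | technique = fixed, Hoechst-stained cells imaged at 10x for EGFP | measure = GR-EGFP nuclear translocation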
Autophagy HCS – autophagy modulators in MEF cells, primary screen, imaging, high-content, MEF GFP-LC3 | MEF GFP-LC3 puncta imaging; test concentration mostly 10 µM | calls only at 10 µM (by protocol) | 0.98% of 190,000 active | AID 463193, 2010;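 active = percentage of spot-positive cells more than 3 SD above its plate mean, without a fluorescence outlier flag or 80% toxicity; inconclusive = no clear call, values can overlap the other calls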;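 also: spot-positive cell cutoff set from DMSO-treated cells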
MT stabilizer – microtubule stabilizers in HeLa cells, primary screen, imaging, high-content imaging; HeLa tubulin immunostaining HCS, 24 h; share of cells brighter than vehicle mean+2SD; 0.83% of 200,000 active; % tubulin-high responders, % at 10 µM; AID 2205, 2009;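 active = plate Z-score above 3 for both tubulin-high and condensed-nucleus cell shares, with cell loss under 80%, at 10 µM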;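 also: anti alpha tubulin signal scored within the nucleus-defined area of each cell; some results filed as inactive read as strong as hits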
PMI inhibitors – inhibitors of human PMI, primary screen, biochemical, fluorescence intensity, coupled assay (AID 1209); Mannose-6-phosphate isomerase (Homo sapiens); purified PMI enzyme, coupled fluorescence intensity; higher % means a stronger effect; inhibition, % at 20 µM; hits with a dose series show IC50 in µM; 0.42% of 190,000 active;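 also: plate controls were DMSO vehicle for no effect and wells lacking substrate for full effect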
human PMI inhibitors – human PMI inhibitors, high substrate, primary screen, biochemical, fluorescence intensity, high mannose 6-phosphate (AID 1220); recombinant PMI enzyme, coupled fluorescence intensity; higher % means a stronger effect; inhibition, % at 20 µM, or IC50 in µM where a hit was titrated; 0.66% of 190,000 active
WT yeast gro inh – growth inhibition of WT strain, primary screen, mitochondrial fusion inhibitor project, WT and mutant strains, chemical genetic | mitochondrial fusion phenotypic screen | 2.1% of 190,000 active | inhibition, % at 10 µM; in the data active = inhibition above about 58%; tested in S. cerevisiae
WT yeast gro inh mutant strain – further read-out of WT yeast gro inh, marked with its call; inhibition, %; mitochondrial fusion phenotypic screen, mutant strain inhibition
Dynein transport cytoplasmic EGFP – further read-out of Dynein transport, marked with its call; z-score; measured here: cytoplasmic GR-EGFP intensity; active compounds read high
Dynein transport nuclear GR-EGFP – further read-out of Dynein transport, marked with its call; z-score; measured here: nuclear GR-EGFP intensity;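 lower value marks the stronger effect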
Dynein transport cell count – further read-out of Dynein transport, marked with its call; z-score; measured here: cell count per field
Insulin prom up cell count – second read-out of Insulin prom up, no call of its own (marks repeat the call); cell count; measured here: cytotoxicity, nuclei count;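 total cells summed across four imaged fields per well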
bCat nuc transl cell count 5 µM – further read-out of bCat nuc transl, marked with its call; cell count; measured here: cell count, cytotoxicity flag
MT stabilizer Hoechst-high % – recorded beside MT stabilizer, whose call it bears; % Hoechst-high responders; measured here: nuclear condensation Hoechst responders;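 share of cells brighter than vehicle mean plus two SD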
MT stabilizer cytotoxicity % – second read-out of MT stabilizer, no call of its own (marks repeat the call); toxicity, %; measured here: cytotoxicity by cell density;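 0% = mean cell density of plate MIN control wells and 100% = no cells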
Autophagy HCS cell loss 18 h – recorded beside Autophagy HCS, whose call it bears; toxicity, %; measured here: cell loss, nuclei count;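 cell loss after 18 h compound exposure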
Active calls of the source: *; i = inactive; ? = inconclusive; · = no result given. Rule as the data show it, unless noted: active = inhibition above about 50%; inactive = the rest.

SMILES	bCat nuc transl	bCat nuc transl cell count 5 µM	Yfh1-depleted yeast	Insulin prom up	Insulin prom up cell count	Dynein transport	Dynein transport cytoplasmic EGFP	Dynein transport nuclear GR-EGFP	Dynein transport cell count	Autophagy HCS	Autophagy HCS cell loss 18 h	MT stabilizer	MT stabilizer Hoechst-high %	MT stabilizer cytotoxicity %	PMI inhibitors	human PMI inhibitors	WT yeast gro inh	WT yeast gro inh mutant strain
N#Cc1cnn(Cc2ccccc2)c1N	2.9	1092	i	0.88	1317	-0.778	-0.199	-0.219	0.685	i	-13.6	2.4	2.1	6.9	-0.7%	0.1%	-0.7	2.9
CC(C)(C)OC(=O)NCCCC[C@@H](C(=O)N1CCN(C(=O)OC(C)(C)C)CC1)n1cc(CCC(=O)O)nn1	-1.7	1196	i	1.43	1440	-0.823	-0.284	-0.247	0.152	i	36.5	3.2	1.8	6.6	-3.8%	-3.1%	1.6	0.8
COc1ccc(NC(=O)c2cc3c(=O)n(C)c4ccccc4c3n2C)cc1OC	1.8	1160	i	-1.1	1059	1.23	-0.102	0.985	-0.585	i	4.0	5.8	3.1	4.2	6.1%	8.8%	-6.3	-7.2
CN1CCC(CNC(=O)Nc2csc3ccccc23)CC1	0.9	1294	i	0.75	1094	1.26	-0.192	0.599	-0.957	·	·	·	·	·	·	·	·	·
CC(C)(C)c1ccc(C(=O)NNc2cc(N3CCOCC3)nc(N3CCOCC3)n2)cc1	-0.6	1516	i	0.9	1414	1.02	-0.141	0.979	-1.25	i	3.9	3.3	2.3	0.5	11.5%	48.8%	14.1	13.4
COc1cc(CNn2c(C)n[nH]c2=S)cc(Cl)c1OCc1ccccc1	0.9	1399	i	-0.7	1548	-0.0611	-0.229	0.255	1.14	i	-17.2	2.3	1.5	10.3	16.3%	11.3%	5.1	-2.2
CC(=O)c1cc(C(=O)Nc2ccccc2C(=O)O)oc1C	-5.0	1017	i	-0.14	1173	1.32	-0.206	0.843	0.0572	i	-7.7	5.7	2.4	10.9	-13.6%	-8.0%	-5.5	2.5
O=c1c(Cl)c(Cl)cnn1Cc1ccccc1Cl	-0.7	918	i	?	·	-3.94*	0.897*	-2.35*	0.869*	i	-2.6	3.4	3.6	1.7	34.7%	6.0%	11.4	-3.9
COc1ccccc1NC(=O)Nc1ccc(C(=O)N2CCCCC2)cc1	-0.6	1301	i	-0.05	1090	-0.537	-0.203	-0.312	0.667	·	·	·	·	·	·	·	·	·
COCC(O)CSc1nc(C)[nH]c1[N+](=O)[O-] (stereo unspecified)	·	·	i	0.23	910	-0.262	0.0492	0.198	0.25	i	-11.3	1.6	1.8	10.9	3.3%	-3.3%	-6.7	-12.0

A stretch taken from the entries so far:
SMILES	bCat nuc transl	bCat nuc transl cell count 5 µM	Yfh1-depleted yeast	Insulin prom up	Insulin prom up cell count	Dynein transport	Dynein transport cytoplasmic EGFP	Dynein transport nuclear GR-EGFP	Dynein transport cell count	Autophagy HCS	Autophagy HCS cell loss 18 h	MT stabilizer	MT stabilizer Hoechst-high %	MT stabilizer cytotoxicity %	PMI inhibitors	human PMI inhibitors	WT yeast gro inh	WT yeast gro inh mutant strain
COc1cc(CNn2c(C)n[nH]c2=S)cc(Cl)c1OCc1ccccc1	0.9	1399	i	-0.7	1548	-0.0611	-0.229	0.255	1.14	i	-17.2	2.3	1.5	10.3	16.3%	11.3%	5.1	-2.2
CC(=O)c1cc(C(=O)Nc2ccccc2C(=O)O)oc1C	-5.0	1017	i	-0.14	1173	1.32	-0.206	0.843	0.0572	i	-7.7	5.7	2.4	10.9	-13.6%	-8.0%	-5.5	2.5
O=c1c(Cl)c(Cl)cnn1Cc1ccccc1Cl	-0.7	918	i	?	·	-3.94*	0.897*	-2.35*	0.869*	i	-2.6	3.4	3.6	1.7	34.7%	6.0%	11.4	-3.9
COc1ccccc1NC(=O)Nc1ccc(C(=O)N2CCCCC2)cc1	-0.6	1301	i	-0.05	1090	-0.537	-0.203	-0.312	0.667	·	·	·	·	·	·	·	·	·
COCC(O)CSc1nc(C)[nH]c1[N+](=O)[O-] (stereo unspecified)	·	·	i	0.23	910	-0.262	0.0492	0.198	0.25	i	-11.3	1.6	1.8	10.9	3.3%	-3.3%	-6.7	-12.0

Next section
SMILES	bCat nuc transl	bCat nuc transl cell count 5 µM	Yfh1-depleted yeast	Insulin prom up	Insulin prom up cell count	Dynein transport	Dynein transport cytoplasmic EGFP	Dynein transport nuclear GR-EGFP	Dynein transport cell count	Autophagy HCS	Autophagy HCS cell loss 18 h	MT stabilizer	MT stabilizer Hoechst-high %	MT stabilizer cytotoxicity %	PMI inhibitors	human PMI inhibitors	WT yeast gro inh	WT yeast gro inh mutant strain
O=C(NN=C1CCCC1)C1COc2ccccc2O1 (stereo unspecified)	-1.8	1194	i	-0.45	1326	0.693	-0.3	0.347	-0.989	i	3.1	2.1	2.1	6.2	8.6%	0.3%	-8.3	3.4
C=CCNC(=O)c1cc(-c2ccccc2O)on1	1.8	1106	i	-1.04	1463	-0.434	-0.277	-0.174	0.348	·	·	7.1	2.1	1.5	5.7%	3.6%	-0.3	-0.6
CCOCC(=O)Nc1cc(C)on1	-3.8	725	i	·	·	-1.18	-0.324	-0.554	1.16	i	6.8	3.3	1.5	7.8	-13.6%	-12.8%	-0.5	7.9
Nc1cccc(C(=O)Nc2ccc(N)cc2Cl)c1	-2.8	1114	i	1.36	894	-0.881	-0.134	-0.415	1.17	i	2.4	3.9	3.7	6.5	-6.8%	-8.9%	11.4	1.9
COc1cc(S(=O)(=O)N(Cc2ccccn2)Cc2ccccc2Cl)ccc1-n1cnnn1	7.1	558	i	·	·	0.477	-0.111	0.277	-0.608	i	-1.8	4.9	1.5	4.8	6.5%	4.1%	-18.2	3.3
O=C(CN1C(=O)C2CC=CCC2C1=O)Nc1nnc(SCc2ccc(F)cc2)s1 (stereo unspecified)	-1.5	826	i	2.27	1125	1.18	-0.0472	0.585	-1.28	i	-3.5	3.6	1.5	0.4	7.0%	9.6%	-13.3	4.0
CCOC(=O)c1sc2nc(C)nc(SCC(=O)NC(C)CCc3ccccc3)c2c1C (stereo unspecified)	·	·	i	0.01	1295	0.649	-0.192	0.828	-0.172	i	11.4	2.8	2.3	3.6	7.7%	8.9%	-1.4	12.6
O=c1cc(-c2ccccc2)nc(SCc2ccc(F)cc2)[nH]1	-0.1	964	i	·	·	-0.547	-0.31	-0.702	0.798	i	2.9	1.3	2.4	10.5	18.8%	9.8%	-1.2	-27.3
CC(=O)C(CC(=O)N1CCCc2ccccc21)C(=O)Nc1ccc(F)cc1 (stereo unspecified)	-0.3	1104	i	0.34	968	-0.0617	-0.1	0.289	-0.324	i	-1.6	1.0	1.3	2.1	5.0%	-0.3%	5.1	2.5
CCOc1ccc(NC(=S)NN(C)C(=S)Nc2ccc(OCC)cc2)cc1	·	·	i	-0.3	1201	-0.432	0.833	-0.146	-1.25	i	10.8	5.6	3.8	2.5	15.9%	6.7%	65.4*	3.3*
O=C1CC(c2cccc(Br)c2)c2cc3c(cc2N1)CCC3 (stereo unspecified)	-0.1	1343	·	-2.05	657	0.429	-0.205	0.786	-0.274	i	26.4	28.1*	26.1*	57.0*	5.3%	3.2%	87.2*	64.2*
N#C/C(=C\c1ccccc1)C(=O)Nc1nncs1	-2.9	1142	i	0.23	1422	2.6	0.102	1.08	-2.36	·	·	·	·	·	·	·	·	·
CCc1nnc(NS(=O)(=O)c2ccc(NC(=S)NC(=O)/C=C/c3ccc(C(C)C)cc3)cc2)s1	-1.9	1445	i	0.18	1674	-0.825	-0.192	-0.556	0.3	i	1.4	1.6	1.4	3.5	20.3%	10.2%	13.7	1.1
Cc1cnc(NC(=O)CCNC(=O)c2ccccc2Cl)s1	2.8	1044	i	0.85	1268	-0.613	0.58	-0.598	0.377	i	-5.3	4.9	2.6	4.7	-0.5%	-2.9%	-13.1	-2.9
CCOC(=O)C1(CC2CCCCO2)CCN(C(=O)Nc2ccccc2SC)CC1 (stereo unspecified)	-2.1	1012	i	0.47	1402	0.416	0.17	0.446	-0.574	i	7.2	1.6	1.9	8.0	5.5%	-1.0%	7.3	13.9
O=C(NC1CC1)C1CC(=O)N(C2CCCCC2)C1 (stereo unspecified)	·	·	i	·	·	2.57	-0.125	1.47	-1.94	i	10.3	2.3	1.8	4.2	9.8%	1.2%	30.3	-15.6
